LMNA splice mod: qHTS Assay for Modulators of Lamin A Splicing | HeLa LMNA splicing GFP/RFP minigene ratio, 48 h | Potency, µM (titrated, usually from 46.1 µM), for inactives: at the top dose ratio change, negative = inhibition, usual class: inhibitors | hit rate 0.01% among 200,000 | AID 1487, 2009; active = well fitted inhibition curve with a large enough effect in the signal ratio, with a control signal flat, not every such curve was filed as active; inconclusive = small, poorly fitted or top-dose-only effect, or effect the other way, or a change in a side signal; the % refers to the signal ratio; note: potency is the fitted concentration of half-maximal effect; % is set by controls: 0 for no effect and ±100 for the full control effect
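Read-out is the ratio of GFP to DsRed2 object intensity, acquired by 488 nm laser-scanning cytometry on HeLa lamin A-EGFP minigene reporter cells. Compound incubation 48 hrs at 37 °C in Opti-MEM with 2% FBS; DMSO 0.5% final.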
HTT cytoprotect: qHTS Multiplex Assay to Identify Dual Action Probes in a Cell Model of Huntington: Cytoprotection (ATP). AID 1471, 2008. PC12 HTT-Q103 induced, cytoprotection, ATP luminescence, 40 h. hit rate 0.14% among 230,000. Potency, µM (top dose mostly 56.4 µM), without a hit: cytoprotection (ATP increase), most hits filed as activators;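 note: potency is the fitted concentration of half-maximal effect; % of control where 0% means no effect; nearly all actives have a fitted effect of over 45% in size; toxic huntingtin expression switched on by the ecdysone agonist tebufenozide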
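PC12 cells with ecdysone-inducible HTT exon 1 Q103-GFP, induced with 100 nM tebufenozide and co-treated with library compounds in a dose series (1536-well, 1500 cells/well). Cytoprotection read as ATP content by ATPlite luminescence.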
HttQ103 aggreg: qHTS Multiplex Assay to Identify Dual Action Probes in a Cell Model of Huntington: Aggregate Formation (GFP). PC12 HttQ103-GFP aggregates, Acumen cytometry, 40 h. Potency, µM (doses to about 46.1 µM), inactives show at the highest dose activity change, negative = inhibition, hits mostly inhibitors. hit rate 1.1% among 220,000; note: potency is the fitted concentration of half-maximal effect; % is set by controls: 0 for no effect and ±100 for the full control effect; nearly all actives have a fitted effect of over 60% in size
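PC12 cells with ecdysone-inducible HTT exon1 Q103-GFP, induced by 100 nM tebufenozide, given compounds in a concentration series. GFP aggregates (1–25 um, 6 SD above background) counted in lysates by laser-scanning cytometry, 488 nm excitation.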
aGlu spleen mod: qHTS Assay for Inhibitors and Activators of Human alpha-Glucosidase From Spleen Homogenate; Lysosomal alpha-glucosidase (Homo sapiens), P10253; human spleen homogenate, 4-MU-alpha-glucoside fluorescence; Potency, µM (top dose mostly 79.9 µM), for the others: at the highest dose activity change, negative = inhibition, most hits filed as inhibitors; hit rate 0.006% among 240,000;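 note: potency is the fitted concentration of half-maximal effect; 0% = enzyme with vehicle and -100% = no enzyme basal signal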
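Compounds were titrated against alpha-glucosidase in spleen homogenate at pH 5.0, with 1 mM 4-methylumbelliferyl substrate for 40 min at 37 C. Reactions were quenched with pH 10 NaOH/glycine and fluorescence measured.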
CBFb RUNX1 block: qHTS Assay for Compounds Blocking the Interaction Between CBF-beta and RUNX1 for the Treatment of Acute Myeloid Leukemia | AlphaScreen CBFb-His/RUNX1-biotin binding, biochemical | Potency, µM (highest dose often 59.8 µM), for the others: at the top dose activity, negative = inhibition, most hits filed as inhibitors | 230,000 tested, under 10 active | AID 1477, 2009; note: % of control where 0% means no effect
Target sequence (Q01196 whole entry, looked up): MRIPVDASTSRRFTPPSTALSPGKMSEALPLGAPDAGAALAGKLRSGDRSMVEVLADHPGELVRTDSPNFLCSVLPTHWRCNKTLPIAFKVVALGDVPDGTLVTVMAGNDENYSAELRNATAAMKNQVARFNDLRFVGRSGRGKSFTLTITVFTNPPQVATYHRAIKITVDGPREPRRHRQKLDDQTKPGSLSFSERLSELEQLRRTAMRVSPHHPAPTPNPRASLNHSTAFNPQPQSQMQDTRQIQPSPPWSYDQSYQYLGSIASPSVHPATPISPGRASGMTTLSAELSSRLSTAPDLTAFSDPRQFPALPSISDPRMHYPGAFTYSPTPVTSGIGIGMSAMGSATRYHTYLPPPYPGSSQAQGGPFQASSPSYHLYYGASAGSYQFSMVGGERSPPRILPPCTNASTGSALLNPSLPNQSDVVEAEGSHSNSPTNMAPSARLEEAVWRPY
Target sequence (Q13951 whole entry, looked up): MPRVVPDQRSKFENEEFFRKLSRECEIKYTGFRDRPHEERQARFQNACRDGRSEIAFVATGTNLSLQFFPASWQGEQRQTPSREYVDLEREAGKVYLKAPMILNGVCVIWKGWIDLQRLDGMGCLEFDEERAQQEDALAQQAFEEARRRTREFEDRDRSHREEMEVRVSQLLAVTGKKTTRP
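Interaction loss through any mechanism counts as activity. Pre-formed complex of His-CBF-beta and biotin-RUNX1 (30 nM apiece) is incubated with compound 15 min, then with 50 ng nickel and 50 ng streptavidin beads for 90 min before AlphaScreen detection.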
GAA glycogen mod: qHTS Assay for Inhibitors and Activators of Human alpha-Glucosidase Cleavage of Glycogen. Potency, µM (top dose mostly 76.4 µM), without a hit: top-dose activity change, negative = inhibition, most hits filed as inhibitors. Lysosomal alpha-glucosidase (Homo sapiens), P10253. recombinant GAA, glycogen substrate, Amplex Red glucose oxidase fluorescence. hit rate 0.38% among 300,000. AID 2100, 2009;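 note: potency is the fitted concentration of half-maximal effect; 0% = full enzyme reaction and -100% = no-enzyme basal signal; the screen sought inhibitors and activators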
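qHTS, 1536-well; enzyme 4 nM final; cpd up to 77 uM; substrate bovine liver glycogen 30 ug; 50 mM citrate/phosphate pH 5.0, 0.01% Tween-20; 37 C, 40 min; Amplex Red detection 45 min RT; Hill fit → AC50.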
GAA inh: qHTS Assay for Inhibitors of Human alpha-Glucosidase as a Potential Chaperone Treatment of Pompe Disease | Lysosomal alpha-glucosidase (Homo sapiens), P10253 | purified human GAA, 4-MU-alpha-glucoside fluorescence | Potency, µM (doses to about 76.9 µM), for the others: top-dose activity change, negative = inhibition, most hits filed as inhibitors | hit rate 0.005% among 200,000 | AID 1466, 2008;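 note: potency is the fitted concentration of half-maximal effect; plate controls were uninhibited enzyme wells for no effect and no-enzyme background for full effect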
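Fluorogenic assay: 4 nM human alpha-glucosidase with 400 uM 4-methylumbelliferyl-alpha-D-pyranoside in 50 mM citrate/phosphate, 0.005% Tween-20, pH 5.0, 20 min at room temperature. Compounds tested up to 77 uM; AC50 from Hill fits.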
An asterisk follows results filed as active; ? = inconclusive; . = no result given; [ ] = dose if it differs, or a comment. Unless noted, calls come from the whole dose curve; as a rule, active = well fitted curve in the direction sought with a large enough effect; inconclusive = small, poorly fitted or top-dose-only effect, or another doubt; inactive = no such curve, though single readings can be large; an effect the other way counts as inactive or inconclusive.

Molecule	CBFb RUNX1 block	LMNA splice mod	HttQ103 aggreg	GAA inh	aGlu spleen mod	GAA glycogen mod	HTT cytoprotect
COC(=O)c1sc2nc3c(cc2c1N)COC(C)(C)C3	-2.9%	-1.5%	-1.3%	0.5%	-0.8%	-5.3%	-1.5%
CC1CCc2sc(NC(=S)NC(=O)c3ccccc3)c(C#N)c2C1 (centres undefined)	-5.8%	-10.6%	16.1%	-5.9%	0.3%	-7.5%	-1.2%[10 µM]
COc1ccc(/C=C/C(=O)O)cc1S(=O)(=O)N1CCC(C)CC1	-4.5%	.	-10.1%[9.22 µM]	.	3.4%	-3.3%	0.2%[10 µM]
CS(=O)(=O)N(CC(=O)Nc1ccccc1-c1ccccc1)c1ccc(F)cc1	2.0%	3.8%[46 µM]	4.7%[9.22 µM]	-4.4%	3.6%	-4.1%	-13.7%[10 µM]
CCOC(=O)c1ccc(NC(=S)Nc2ccc(Cl)cn2)cc1	-4.5%	17.5%[46 µM]	-20.4%[9.22 µM]	2.1%	-2.8%	14.2%	9.5%[10 µM]
OC1(c2ccc(Cl)cc2)CCN(Cc2cn[nH]c2-c2ccccc2)CC1	-25.4%	.	-1.5%[9.22 µM]	-8.2%	3.3%	-0.3%	-6.6%[10 µM]
COCCN(C(=O)c1ccccc1)c1nnc(-c2cccnc2)s1	3.4%	-11.3%	3.9%	0.3%	2.5%	-5.6%	-0.1%
Cc1ccc(-c2csc(/C(C#N)=C/Nc3ccc4c(c3)OCCO4)n2)cc1	-4.0%	-0.5%	3.8%	2.0%	-7.9%	18.9%	-1.8%[10 µM]
N#C/C(=C(/O)CCl)c1nnc2n1CCCCC2	6.8%	43.1%[46 µM]	-3.4%	-2.4%	-2.6%	2.6%	-27.3%
COc1cccc(/C=N/NC(=O)c2ccc(CN3c4cccc5cccc(c45)S3(=O)=O)cc2)c1	18.0%	?	17.5%	14.2%	-2.7%	10.6%	12.6%[10 µM]
S=C1N(c2ccccc2)CN(C2CCCCC2)CN1c1ccccc1	-4.3%	.	-4.7%[9.22 µM]	-3.3%[15.4 µM]	0.3%	6.8%	-0.5%[10 µM]
CCN1CCN(C(=O)Nc2ccccc2OC)CC1	1.7%	-10.4%	-2.4%	-0.4%	7.2%	-2.4%	-21.3%[10 µM]
COc1ccc(CSc2nc(C)[nH]c2[N+](=O)[O-])cc1[N+](=O)[O-]	9.8%	.	-4.5%[9.22 µM]	.	-11.8%	4.0%	0.4%[10 µM]
CC(C)c1nc2c(c(=O)c3ccccc3n2C)c(=O)n1-c1ccc(F)cc1	0.1%	1.0%	12.1%	10.2%	4.2%	-8.5%	-2.1%[10 µM]
COc1ccc(CCN2C(=O)CC(N3CCN(c4ccccn4)CC3)C2=O)cc1OC (centres undefined)	1.5%	2.0%	9.0%	?	-2.4%	2.3%	6.1%
Fc1ccc(-c2cc(C(F)(F)F)nc(-n3cccn3)n2)cc1	15.4%	.	-7.0%[9.22 µM]	.	-2.0%	-2.4%	-2.5%[10 µM]
CCOc1c(O)ccc(/C=C2\SC(=S)NC2=O)c1[N+](=O)[O-]	-25.0%	?	17.3%	?	-5.8%	?	-22.8%
COc1ccc(-c2cc(C(F)(F)F)nc(-n3ccnc3C)n2)cc1	-0.9%	-4.3%	-15.9%	-13.9%	-10.6%	9.6%	-2.2%[10 µM]
CCCOc1ccccc1C1CC(=O)Nc2cc3c(cc21)OCCO3 (centres undefined)	-6.7%	?	-6.1%	-2.1%	-1.6%	-2.3%	-71.6%[inhibitor][10 µM]
CC1CCCN(C(=O)CSc2cnc3ccccc3n2)C1 (centres undefined)	4.5%	6.5%	19.5%	4.5%	-0.3%	8.7%	8.7%
COc1ccccc1NC(=O)NCCCN1CCN(c2cccc(Cl)c2)CC1	-4.5%	-10.0%	35.0%	1.9%	2.3%	-1.9%	-12.0%
O=C(Cc1ccc(Cl)cc1)N/N=C/c1cccs1	-0.8%	?	7.2%[9.22 µM]	12.6%	4.3%	21.1%	31.4%[10 µM]
COc1ccc([N+](=O)[O-])cc1NC(=O)c1ccc(N2C(=O)CCC2=O)cc1	16.4%	.	39.5%[9.22 µM]	.	0.5%	6.2%	11.2%[10 µM]
Cn1c(=O)c2c(ncn2Cc2nnc(N)s2)n(C)c1=O	-1.2%	.	5.1%[9.22 µM]	10.9%	-1.8%	8.7%	-25.0%
COC(=O)[C@H](C)NC(=O)Nc1cccc(C)c1	-2.8%	8.6%	22.8%	2.2%	-3.8%	-1.4%	0.0%

As entered above.
In GAA inh, `CC1CCc2sc(NC(=S)NC(=O)c3ccccc3)c(C#N)c2C1` (centres undefined) shows -5.9%
In HttQ103 aggreg, `COc1ccc(CCN2C(=O)CC(N3CCN(c4ccccn4)CC3)C2=O)cc1OC` (centres undefined) shows 9.0%

Next records follow:
Molecule	CBFb RUNX1 block	LMNA splice mod	HttQ103 aggreg	GAA inh	aGlu spleen mod	GAA glycogen mod	HTT cytoprotect
CN(C)c1cc(N)c2ccccc2n1 (tested in a mixture with another compound)	-1.6%	1.4%	-5.0%	10.1%	0.8%	2.3%	-10.1%[10 µM]
O=C(Nc1cccc2cccnc12)c1ccc(Br)o1	17.8%	-5.7%	-9.9%	-5.9%	2.8%	-7.7%	-0.1%
Cc1ccc2nc3c(cc(C#N)c(=O)n3-c3nccs3)c(=O)n2c1	8.2%	4.4%	6.6%	?	?	7.0%	-4.4%
O=C(Nc1ccccn1)NC(C(F)(F)F)C(F)(F)F	-6.2%	11.3%	12.6%	0.5%	4.3%	-1.8%	-13.2%
Cc1[nH]c2ccccc2c1C1=CN2CCS(=O)(=O)N=C2S1	1.0%	7.8%	-1.2%	-2.7%	1.0%	6.7%	17.9%[10 µM]
CC(NC(=S)Nc1ccccc1OC(F)F)C(C)(C)C (centres undefined)	-3.8%	-12.8%	-11.0%	-0.9%	-4.4%	-3.0%	0.5%[1.9 µM]
COc1cc(C(=S)N2CCOCC2)ccc1OS(=O)(=O)c1ccccc1[N+](=O)[O-]	-7.1%	?	-15.6%	-3.1%	-5.5%	8.1%	-9.5%[10 µM]
O=C(Nc1ccccc1)N1CCCN(Cc2ccccc2F)C1	3.7%	4.0%[0.0737 µM]	-3.2%	7.3%	-5.1%	-4.0%	1.7%
S=C(Nc1ccc2nccnc2c1)N1CCOCC1	2.0%	.	-10.6%[9.22 µM]	5.6%	1.8%	?	1.4%[10 µM]
COc1ccccc1C(=O)NC1CCN(C(=S)NCCc2ccccc2)CC1	-2.1%	6.1%[46 µM]	-5.3%[9.22 µM]	6.8%	0.4%	-6.3%	-3.7%[10 µM]
O=C(COC(=O)CC1CCCC1)Nc1ccc(OC(F)F)cc1	3.4%	1.3%[46 µM]	11.2%	-2.5%	0.1%	-2.0%	-18.5%[10 µM]
CNS(=O)(=O)c1ccc2c(c1)NC(=O)C1CCCN21 (centres undefined)	-3.8%	-4.5%	14.8%	2.8%	-1.7%	-7.1%	11.7%[10 µM]
Cc1ccccc1NC(=O)CCN1CCN(C/C=C/c2ccccc2)CC1	-3.7%	-1.1%	-3.7%	3.0%	-4.6%	2.1%	-9.0%
CCN1CCN(Cc2ccc(OCc3ccccc3)cc2)CC1	1.0%	-11.5%	-8.7%	4.3%	3.6%	-2.7%	-47.0%[inhibitor]
CCOC(=O)C1=C(C)NC(=O)CC1c1cc2c(cc1[N+](=O)[O-])OCO2 (centres undefined)	?	.	5.0%	0.1%	-0.6%	-24.3%	-50.0%[inhibitor]
COc1ccc(-c2csc3nc(C(C)C)oc(=O)c23)cc1OC	1.2%	-1.3%[46 µM]	14.6%[9.22 µM]	1.2%	-5.2%	17.2%	-32.2%[inhibitor][1.9 µM]
CCOc1ccc(C2CC(c3cccc(Cl)c3)n3nc(N)nc3N2)cc1 (centres undefined)	-5.2%	-2.8%	3.2%	-2.3%	4.4%	-3.7%	9.7%
C[C@]12CS(=O)(=O)C[C@H]1SC(=S)N2c1ccccc1	-17.7%	.	8.1%[9.22 µM]	.	-3.6%	-5.0%	-22.5%[10 µM]
CC(C)OP(=O)(OC(C)C)C1(O)C(=O)Nc2ccc(Br)cc21 (centres undefined)	-1.7%	11.0%[0.0737 µM]	11.8%	6.2%	-3.6%	13.1%	23.0%
Cn1c(=O)oc2cc(S(=O)(=O)N3CCC(C(=O)NCCc4ccccc4)CC3)ccc21	6.1%	.	-7.4%[9.22 µM]	.	5.0%	-7.8%	-0.6%[10 µM]
COc1ccc(CCN(C)C(=O)CSc2nccn2C)cc1OC	-2.9%	?	-2.2%	2.8%	-2.5%	1.9%	-17.5%
O=C(CC1C(=O)NCCN1C(=O)Nc1ccccc1)Nc1ccc2c(c1)OCCO2 (centres undefined)	-2.3%	3.6%	20.9%	1.4%	-1.9%	7.5%	-9.3%
S=C(NCc1ccc2c(c1)OCO2)NCc1ccc2c(c1)OCO2	-3.7%	1.7%	-7.0%	?	8.4%	2.4%	27.7%[10 µM]
O=C(COC(=O)c1ccc(O)cc1O)NC1CCS(=O)(=O)C1 (centres undefined)	15.3%	.	-36.8%[9.22 µM]	.	-2.2%	5.7%	4.3%[10 µM]

From PubChem
